Bioassay records from PubChem.
CHOP UPR activ – activators of apoptotic arm of unfolded protein response (CHOP). CHO-CHOP luciferase reporter, UPR activation, luminescence; percent of tunicamycin response over DMSO baseline. activation, % at 10 µM. 330,000 compounds, 0.34% hits. AID 449763;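 active = at 10 µM dose, activation of 40% or more, normalized to positive control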;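 also: 100% = tunicamycin at 10 µg/mL and 0% = DMSO alone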
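System: CHO-CHOP luciferase reporter cell line | Buffer or medium: F12 medium containing 10% fetal bovine serum | Doses: One dose, 10 µM in 0.5% DMSO | Times: 6 h compound exposure at 37 °C after overnight seeding | Signal: Luciferase luminescence | Read-out: % activation vs tunicamycin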
APJ ag – APJ receptor agonism; 330,000 compounds, 0.11% hits; AID 2520; CHO-K1 APJ PathHunter beta-arrestin, luminescence; 0% DMSO wells, 100% apelin; activation, % at 20 µM; P35414;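 active = activation more than six SD over the plate average, tested at 20 µM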;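 also: 0% = DMSO alone and 100% = apelin-13 at 10 nM; some results filed as inactive read as strong as hits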
Target sequence (P35414 whole entry, looked up): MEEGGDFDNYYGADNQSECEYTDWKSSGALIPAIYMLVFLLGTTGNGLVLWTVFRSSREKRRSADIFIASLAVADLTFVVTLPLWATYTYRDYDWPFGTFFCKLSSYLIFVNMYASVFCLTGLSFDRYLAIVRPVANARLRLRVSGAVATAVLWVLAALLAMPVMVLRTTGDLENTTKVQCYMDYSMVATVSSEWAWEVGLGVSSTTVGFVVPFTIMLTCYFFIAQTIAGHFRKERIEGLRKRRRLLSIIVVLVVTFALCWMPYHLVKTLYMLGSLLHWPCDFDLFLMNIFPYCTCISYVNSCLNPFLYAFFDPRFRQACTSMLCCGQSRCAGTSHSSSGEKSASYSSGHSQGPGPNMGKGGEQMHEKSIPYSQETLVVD
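Material: CHO-K1 APJ beta-arrestin complementation cell line; Input: cell density 1000 per well; Incubation: compound stimulation 90 min at 25 °C, detection 60 min; Signal: luminescence from split beta-galactosidase complementation, Galacton Star/Emerald II substrate; Controls: DMSO-only wells as negative, 10 nM Apelin-13 as positive control.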
CCR6 antag – antagonists of human CCR6 receptor. 340,000 compounds, 0.49% hits. AID 493098. inhibition, % at 20 µM. CHO-K1 CCR6 PathHunter beta-arrestin, luminescence, CCL20-stimulated;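 active = compounds whose inhibition of the agonist-driven luminescence signal at 20 µM reaches about 50%, limit read from the data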;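 also: cells stimulated with CCL20 at 14 nM final; plate controls were DMSO with CCL20 for no effect and DMSO without agonist for full effect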
CXCR6 inh – CXCR6 (human) receptor inhibition; O00574; inhibition, % at 20 µM; AID 602244; CHO-K1 PathHunter CXCR6 beta-arrestin, luminescence; 360,000 compounds, 0.36% hits; in the data active = inhibition above about 34%, passing the limit was not always enough;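 also: antagonist mode with CXCL16 agonist at 10 nM final; 0% = 10 nM CXCL16 with DMSO and 100% = unstimulated wells without agonist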
Target sequence (O00574 whole entry, looked up): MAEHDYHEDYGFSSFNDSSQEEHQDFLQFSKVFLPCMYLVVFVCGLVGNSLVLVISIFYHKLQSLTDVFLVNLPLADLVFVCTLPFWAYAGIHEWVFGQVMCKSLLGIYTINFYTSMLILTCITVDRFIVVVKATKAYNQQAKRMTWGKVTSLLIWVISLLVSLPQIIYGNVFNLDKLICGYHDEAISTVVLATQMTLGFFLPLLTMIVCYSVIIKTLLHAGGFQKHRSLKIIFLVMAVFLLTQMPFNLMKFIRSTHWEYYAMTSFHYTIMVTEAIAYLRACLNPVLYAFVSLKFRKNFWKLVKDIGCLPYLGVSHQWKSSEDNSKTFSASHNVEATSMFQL
EBI2 block – EBI2 (human) antagonism | 360,000 compounds, 0.81% hits | inhibition, % at 5 µM | AID 651636 | EBI2 beta-arrestin recruitment, luminescence, 7a,25-OHC stimulated | P32249; in the data active = inhibition above about 38%;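 also: enzyme fragment complementation signal reports receptor beta-arrestin coupling in cells; 0% = agonist plus DMSO wells and 100% = wells without agonist; some results beyond the cut were filed as inactive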
tim23-1 inh – growth inhibitors of tim23-1 mutant yeast; S. cerevisiae tim23-1 growth, BacTiter-Glo luminescence, 24 h; inhibition, % at 20 µM; 330,000 compounds, 1.3% hits; AID 463212;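 active = growth inhibition of the mutant yeast at or above 50%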;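 also: temperature-sensitive mutant grown at 25 °C; plate controls were DMSO-treated mutant yeast for no effect and medium wells lacking yeast for full effect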
UPR XBP1 act – activators of adaptive arm of unfolded protein response (XBP1). 330,000 compounds, 0.33% hits. AID 463104. CHO-XBP1 luciferase reporter, IRE1-XBP1 UPR activation, luminescence; percent of tunicamycin response, DMSO as zero. activation, % at 20 µM;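 active = versus positive control, 20 µM dose yields 30% or more activation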;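 also: 100% = tunicamycin at 10 µg/mL and 0% = DMSO only wells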
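Assay system: IRE1-XBP1 luciferase reporter CHO line. Input: 1000 cells/well. Buffer or medium: F12 with 10% serum. Doses: 20 µM, 1% DMSO. Times: overnight seeding at 37 °C, 6 h compound treatment at 37 °C. Technique: Steady-Glo luciferase glow luminescence, 10 min after reagent addition.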
Mdm2-MdmX inh – disrupts the human Mdm2-MdmX interaction. SaOS-2 split-luciferase Mdm2/MdmX complementation, luminescence. inhibition, % at 8 µM. O15151+Q00987. AID 485346. 330,000 compounds, 3% hits;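 active = inhibition of at least 50% at 8 µM in the primary screen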
APJ antag – blocks the human apelin receptor APJ. inhibition, % at 20 µM. 330,000 compounds, 0.32% hits. P35414. AID 2521. CHO-K1 APJ beta-arrestin complementation, luminescence;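 active = inhibition above about 40% at 20 µM, limit read from the data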;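 also: cells challenged with 10 nM apelin-13 agonist together with compound; plate controls were apelin-13 plus DMSO wells for no effect and DMSO wells lacking apelin-13 for full effect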
An asterisk follows results filed as active; x = not tested or not shown.

Order of values: CHOP UPR activ	APJ ag	CCR6 antag	CXCR6 inh	EBI2 block	tim23-1 inh	UPR XBP1 act	Mdm2-MdmX inh	APJ antag
CC1CCCCC1Nc1nc2ccc(Cl)cc2n2cnnc12 (stereo unspecified)
    3.8	0	10	5	9	29	-1	32	-1
COc1ccc([N+](=O)[O-])cc1NC1CCN(C(=O)c2cccs2)CC1
    0.2	5	-1	16	-9	8	-6	2	12
CCOC(=O)C1=NNC2C(=O)N(C3CCCCC3)C(=O)C12 (stereo unspecified)
    -1.6	3	-13	-4	-17	13	-2	-6	-1
O=C(CCCCCNC(=O)N1CCn2c1nc1ccccc12)NCc1ccccc1
    1.1	1	14	5	4	-1	-6	0	23
Cc1ccccc1C(=O)N1CCN(c2ccc([N+](=O)[O-])c(N3CCOCC3)c2)CC1
    -0.1	-2	15	3	-6	6	-2	5	12
COc1ccc(-c2coc3cc4oc(=O)c(CC(=O)O)c(C)c4cc23)cc1
    1.4	-2	4	-5	-14	14	-4	-25	4
Cc1ccc(-n2nc(-c3ccccc3)cc2Nc2ccccc2N)cc1
    -0.7	0	-14	-1	5	45	-1	5	-36
O=C(Nc1ccon1)c1cc(-c2ccccc2)nc2ccccc12
    -3.9	1	-3	4	2	23	-3	9	-1
Cc1ccc(C2=Nc3cccnc3C(c3ccccc3)=NN2)cc1
    4.3	-1	5	0	1	-1	0	-128	-16
Cc1cc(-c2nn(-c3ccccc3F)cc2CN2CCCC(C(N)=O)C2)c(C)s1 (stereo unspecified)
    1.8	-4	9	2	-3	3	-3	8	15
CC(Oc1cccc(Cl)c1)C(=O)N1CCN(c2ncccn2)CC1 (stereo unspecified)
    -1.5	-4	10	-2	-2	28	0	14	-1
CCOc1ccc(S(=O)(=O)Nc2ccc(S(=O)(=O)N3CCCC3)cc2)cc1
    -2.2	3	3	-10	-9	-1	1	-20	9
c1ccc(Oc2cccc(CN3CCOCC3)c2)cc1
    2.8	-5	19	-3	-6	1	0	-36	3
COc1ccc(OC)c(NC(=O)CN2CCC(C(=O)c3ccc(C)cc3)CC2)c1
    0.9	-6	-2	0	24	28	-3	5	-7
O=C(CCc1nnc(-c2ccccc2)o1)NCC1CCN(C2CCCC2)CC1
    0.4	-4	15	-2	-11	-7	-2	12	-4
Cc1ccc(N=C2NC(=O)CS2)cc1C
    -1.8	3	12	-2	-9	10	0	11	11
Cn1c(SCc2ccccc2)nnc1-c1ccc2c(c1)OCO2
    6.3	-4	25	2	1	30	0	-13	6
CC(=O)Nc1cccc(NC(=O)C2CCCN2C(=O)Nc2cccc(C)c2)c1 (stereo unspecified)
    0.2	2	4	-8	-1	-15	-4	-6	13
CN(C)S(=O)(=O)c1ccc(N2CCCC2)c(C(=O)Nc2nccs2)c1
    5.5	-2	6	-5	2	9	60*	47	4
C/C(=N\NC(=O)c1nnn(-c2nonc2N)c1CN1CCC(C)CC1)c1cccc(Br)c1
    -1.7	3	-8	2	1	21	-1	24	-1
COc1ccc(N2CCOCC2)c(NC(=O)c2cccnc2)c1
    0.8	-5	9	3	0	10	-3	18	-8
CCC(Sc1ncccc1C(=O)OCCN1CCCC1=O)C(=O)NCc1ccco1 (stereo unspecified)
    1.5	-6	3	1	-12	-2	-1	8	5
O=S1(=O)N=C(N(CCO)/N=C/c2ccc(Br)cc2)c2ccccc21
    -0.5	1	7	-7	2	-10	25	21	-6
COC(=O)[C@H](CCSC)NC(=O)Cn1cnc(C(=O)Nc2ccc(C)c(C)c2)n1
    2.9	x	16	7	-3	26	-1	1	x
S=c1[nH]nc(CCCc2n[nH]c(=S)o2)o1
    1.0	-4	20	8	1	7	-3	0	14
Cc1cccc(-c2nnnn2-c2cccc(C)c2)c1
    0.1	0	1	6	11	8	-2	-18	-13
Cc1cc(C)nc(NS(=O)(=O)c2ccc(NC(=O)Cc3ccc(F)cc3)cc2)n1
    0.3	-4	9	3	-4	-4	-2	6	-8
N#C/C(=C(/O)COc1ccc(Br)cc1)c1nnc2n1CCCCC2
    -2.3	-4	3	-2	-1	17	-1	-1	10
O=[N+]([O-])c1ccc(CN2CCN(c3ccc([N+](=O)[O-])cc3)CC2)cc1
    0.5	0	22	0	9	37	4	0	7
COc1ccc2c(c1)c1ncn(Cc3ccccn3)c(=O)c1n2C
    2.2	2	6	-6	10	19	1	38	22
CC(C)CN(CC(C)C)C(=O)Nc1ccc(F)cc1F
    0.7	-2	4	-6	-6	12	-1	33	2
O=C(NC1CCN(Cc2ccccc2)CC1)c1ccccc1
    -0.6	-1	4	0	-1	-1	-1	4	10
COc1ccc(-c2nn(C)c(=O)c3ccccc23)cc1NC(=O)COc1ccccc1
    -0.2	-2	29	1	15	-4	4	71*	7
Cc1ccccc1OCCn1cc(C(=S)N2CCN(C)CC2)c2ccccc21
    0.6	-5	31	-3	0	22	-2	24	14
CC1(C)CC(=O)C(C(=O)C2CCN(S(=O)(=O)c3ccccc3)CC2)C(=O)C1
    1.0	-3	8	-5	-3	-1	-3	18	-6
COc1cc(C)c(Cl)cc1S(=O)(=O)N(C)C
    -2.3	-1	9	6	1	7	-3	9	-20
COc1ccc(S(=O)(=O)N2CCN(C(=O)c3cc4c(s3)CCCC4)CC2)cc1
    -1.1	-1	30	-3	21	50*	-1	29	-36
CC(C)c1nc2sc3c(SCC(N)=O)ncnc3c2c2c1CCC2
    -0.6	1	3	-5	2	11	8	18	9
CCOC(=O)c1cnc2c(C)cc(C)cc2c1Nc1ccc(S(=O)(=O)Nc2ncccn2)cc1
    0.0	-3	16	3	4	-11	5	3	1
CC1CCCC(NC(=O)c2cn(C)c3ccc(S(=O)(=O)N4CCCC4)cc3c2=O)C1C (stereo unspecified)
    -0.8	1	x	x	x	5	0	6	8
C=CS(=O)c1sc(Cl)c(N2CCOCC2)c1[N+](=O)[O-] (stereo unspecified)
    97*	-3	93*	x	x	19	-9	26	40
NNc1ncnc2c1cnn2-c1ccccc1
    3.4	-1	6	1	-19	-9	11	14	-6
O=C(O)c1ccccc1C(=O)NCC(O)COc1ccc(Cl)cc1 (stereo unspecified)
    -1.0	-2	-5	4	4	-1	-2	9	4
O=C(CNC(=O)c1ccco1)NCCCc1ccccc1
    1.1	0	-8	-6	5	1	0	-21	-5
Brc1ccccc1OCCCN1CCCC1
    -1.0	-3	8	1	-4	1	-2	-10	3
CC1(C)Cc2c(C#N)c(N3CCN(C(=O)c4ccccc4)CC3)nc(-c3ccco3)c2CS1
    -2.3	-2	1	15	-4	18	1	16	8
O=C(C1=C[C@@H](c2ccc(Br)cc2)C[C@@H](OCc2ccc(CO)cc2)O1)N1CCOCC1
    1.1	-7	10	2	0	8	0	-9	-4
Cn1cc(Cl)c(C(=O)NNC(=S)NCc2ccco2)n1
    0.1	-3	8	-9	7	2	4	17	8
CC1CCCC(C)N1C(=O)COC(=O)CCC(=O)c1cccs1 (stereo unspecified)
    -0.1	0	7	-2	-4	6	0	-12	4
COc1ccc(-c2cc(C(F)(F)F)n3nc(C(=O)NCCN4CCOCC4)cc3n2)cc1
    -0.4	-1	1	-2	7	-2	-2	-3	-27

Carrying on.
Order of values: CHOP UPR activ	APJ ag	CCR6 antag	CXCR6 inh	EBI2 block	tim23-1 inh	UPR XBP1 act	Mdm2-MdmX inh	APJ antag
CCC(=O)N(c1nnc(SCC(=O)Nc2ccccc2Cl)s1)C1CC1
    0.6	-2	0	-7	4	24	0	-33	-6
CC(C)N(Cc1nc(-c2ccccc2)no1)C(=O)c1ccc(Br)o1
    1.5	-3	15	-6	-1	26	-2	3	-3
COC(=O)C1CCN(C(=O)COC(=O)Cn2cnnn2)CC1
    -0.7	4	-7	x	x	1	-4	2	4
CN1C(=O)N(CC(=O)Nc2ccc(C(F)(F)F)cc2)C(=O)C12CCCCC2
    1.7	5	1	-6	-21	11	-1	-2	11
CCOc1ccc(N2C(=O)CC(/C=C3/N(C)c4ccccc4C3(C)C)C2=O)cc1 (stereo unspecified)
    1.5	0	15	0	7	31	-3	-8	4
Cc1c(C)c2ccc(OCC(=O)Nc3ccc(S(N)(=O)=O)cc3)c(C)c2oc1=O
    -0.8	4	7	-8	-2	-5	-2	19	-7
COc1ccc(C(=O)N2CCN(C(C)=O)CC2)cc1S(=O)(=O)N1CCOCC1
    1.6	-2	9	-1	-10	-1	-2	14	-8
COc1ccccc1N1CCN(C(=O)CN2C(=O)c3ccccc3S2(=O)=O)CC1
    1.3	-5	11	5	7	0	-1	24	-16
C/C(CC(C)C)=N\NS(=O)(=O)c1ccc(C)c([N+](=O)[O-])c1
    -0.7	-5	-6	-7	-14	10	3	9	-1
O=C(NC(=S)Nc1cccc(NC(=O)c2ccccc2)c1)c1cccc([N+](=O)[O-])c1
    -0.8	-5	46	28	6	5	-2	1	1
CCOC(=O)C1(CCOC)CCN(Cc2cc3ccccc3s2)CC1
    -0.1	-2	7	-3	5	8	-4	2	2
CCOc1ccc(NC(=O)c2ccccc2NC(=O)CNC2CCCC(C)C2C)cc1 (stereo unspecified)
    3.4	-3	17	2	-10	22	-2	3	20

The list is partial (hit frequency here may not be typical).
